Screening results deposited in PubChem BioAssay by several laboratories.
mABHD4 FP: ABHD4 inhibitors, primary screen, biochemical, fluorescence polarization, mouse. (Lyso)-N-acylphosphatidylethanolamine lipase (Mus musculus), Q8VD66. inhibition, % at 8.92 µM. 0.54% of 370,000 active. AID 720543, 2013. purified mABHD4, FP-Rh probe fluorescence polarization;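 active = inhibition exceeding the mean over every tested compound plus 3 SD, cut at about 30% in these data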;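 also: 0% = plate median of compound wells and 100% = S159A mutant with DMSO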
Target sequence (Q8VD66 whole entry, looked up): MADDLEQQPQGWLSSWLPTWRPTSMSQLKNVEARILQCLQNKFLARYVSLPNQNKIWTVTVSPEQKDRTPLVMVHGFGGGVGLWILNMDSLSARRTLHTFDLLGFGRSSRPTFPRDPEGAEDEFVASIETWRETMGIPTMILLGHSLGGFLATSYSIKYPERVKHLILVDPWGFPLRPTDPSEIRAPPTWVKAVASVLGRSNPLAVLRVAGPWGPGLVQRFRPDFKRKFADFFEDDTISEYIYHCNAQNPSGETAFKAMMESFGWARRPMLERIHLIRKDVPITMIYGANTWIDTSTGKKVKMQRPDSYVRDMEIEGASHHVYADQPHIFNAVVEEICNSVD
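Assay system: wild-type mouse ABHD4 protein; compound: single nominal dose of 8.92 µM, 0.89% DMSO final; schedule: 45 min + 60 min at 25 °C; measured by: FP readout, ex 525 nm / em 598 nm; evaluation: % inhibition of FP-Rh probe binding versus controls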
NPR1 activator: GC-A stimulated cGMP production enhancers – HEK293 GC-A cells, cGMP TR-FRET, EC30 ANP, primary screen; 0.14% of 370,000 active; activation, % at 10 µM; 0% at EC30 ANP, 100% saturating ANP; in the data active = activation above about 40%
PG9 binder: binders of HIV-1 gp120 antibody PG9, primary screen, biochemical, TR-FRET; HIV-1 gp120 / PG9 antibody interaction; TR-FRET gp120-PG9 antibody binding; inhibition, % at 6.7 µM; 0.43% of 360,000 active; AID 624416, 2012; in the data active = inhibition above about 8.5%
Rev-erbA mod: modulators of Rev-erb alpha DNA binding, primary screen, biochemical, FITC-DNA, fluorescence polarization, uHTS; 0.79% of 370,000 active; Rev-erbα–FITC-DNA binding, 90 min; Nuclear receptor subfamily 1 group D member 1 (Homo sapiens), P20393; activity, % at 10 µM;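 active = activity above about 14%, limit read from the data; passing the limit was not always enough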;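 also: 0% = DMSO wells with 35 nM protein and 100% = DMSO wells with 750 nM protein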
ARFGAP1 inh: inhibitors of rat ARFGAP1 GAP activity, primary screen, biochemical, fluorescence polarization, GDP tracer; ADP-ribosylation factor GTPase-activating protein 1 (Rattus norvegicus), Q62848; inhibition, % at 16.5 µM; AID 651572, 2012; 0.26% of 360,000 active; Arfgap1-stimulated ARF1 GTP hydrolysis, GDP FP detection;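 active = inhibition above a per-plate limit, mean inhibition of low control wells plus 3 SD, cut at about 25% in these data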;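 also: 0% = DMSO wells with enzyme and 100% = wells lacking Arfgap1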
Target sequence (Q62848 1-136 limits assumed): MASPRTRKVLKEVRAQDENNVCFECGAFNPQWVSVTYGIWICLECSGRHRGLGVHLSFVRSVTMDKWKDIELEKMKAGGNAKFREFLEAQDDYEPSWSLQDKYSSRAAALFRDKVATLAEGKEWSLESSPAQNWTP
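System: truncated rat Arfgap1 GAP domain / Benchmarks: high control wells lacking Arfgap1, low control full reaction with DMSO / Times: compound-enzyme preincubation 20 min, reaction 120 min, detection 60 min, 25 °C / Repeats: one replicate per compound / Also added: human ARF1(Δ1-17)-GTP substrate / Measured by: Tracer-displacement fluorescence polarization with EDTA stop, 620/688 nm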
SMARCA2 act: SMARCA2 (BRM) function activators, primary screen, cell-based, luminescence, high throughput | MG213 cells, MMTV-luciferase reporter, dexamethasone, overnight | activation, % at 9.1 µM | 1% of 370,000 active | AID 652017, 2013; in the data active = activation above about 7.8%;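 also: 0% = vehicle wells and 100% = reference activator wells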
HTRA1 inhibitor: HTRA1 serine protease inhibitors, primary screen, biochemical, fluorescence polarization, HTS; inhibition, % at 5.96 µM; 0.5% of 340,000 active; recombinant HTRA1, FP-rhodamine activity-based probe; Q92743; in the data active = inhibition above about 36%;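 also: 0% = enzyme with DMSO and 100% = wells lacking enzyme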
NPR2 activator: human GC-B receptor activators, primary screen, HEK293 GC-B cells, cGMP TR-FRET, EC30 CNP. Atrial natriuretic peptide receptor 2 (Homo sapiens), P20594. 0% at EC30 CNP, 100% saturating CNP. activation, % at 10 µM. 0.11% of 370,000 active;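 active = activation at 10 µM reaching about 35% in either raw or pattern-adjusted values, limit read from the data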
rCAG binder: binders of r(CAG) RNA repeats, primary screen, biochemical, fluorescence; r(CAG) RNA repeat, TO-PRO-1 dye displacement fluorescence; inhibition, % at 3 µM; 1.3% of 370,000 active;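 active = inhibition above the plate cutoff, the mean of all test compounds on that plate plus 3 SD, cut at about 35% in these data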;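 also: 0% = DMSO alone and 100% = 100 µM mitoxantrone as full dye displacement; higher means more dye released from RNA so lower well fluorescence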
ASAP1 GAP inh: inhibitors of human ASAP1 ArfGAP activity, primary screen, biochemical, fluorescence polarization. ASAP1-stimulated ARF1 GTP hydrolysis, GDP FP detection. inhibition, % at 16.5 µM. 0.19% of 360,000 active; in the data active = inhibition above about 25%;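 also: 0% = vehicle with enzyme and substrate and 100% = no enzyme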
Target sequence (Q9ULH1 325-724 limits assumed): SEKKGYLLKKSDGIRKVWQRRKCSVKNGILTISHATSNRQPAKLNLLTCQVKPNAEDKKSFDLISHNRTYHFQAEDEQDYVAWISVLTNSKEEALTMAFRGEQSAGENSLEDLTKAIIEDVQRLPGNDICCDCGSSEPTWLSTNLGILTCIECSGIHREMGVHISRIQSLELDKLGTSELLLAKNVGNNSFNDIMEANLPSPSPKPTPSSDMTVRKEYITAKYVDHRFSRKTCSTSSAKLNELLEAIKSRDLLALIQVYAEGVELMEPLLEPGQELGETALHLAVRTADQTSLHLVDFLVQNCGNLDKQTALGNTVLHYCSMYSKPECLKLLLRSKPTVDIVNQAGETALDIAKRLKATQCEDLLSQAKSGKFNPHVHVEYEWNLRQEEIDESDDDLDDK
* = called active by the depositor; / = no result given.

SMILES	mABHD4 FP	NPR1 activator	PG9 binder	Rev-erbA mod	ARFGAP1 inh	SMARCA2 act	HTRA1 inhibitor	NPR2 activator	rCAG binder	ASAP1 GAP inh
COc1ccc2c(c1)c(/C=N/Nc1ccc(C(=O)O)cc1)c(C)n2C	6	-3	-7.4	1	-3	2	6	1	7	6
Cc1ccc(C)c(S(=O)(=O)N2CCN(C(=O)c3ccc(OCc4c(C)noc4C)cc3)CC2)c1	-1	-3	-0.2	-7	6	1	-9	-3	-5	-19
O=C(CNC(=O)c1nc[nH]c1C(=O)N1CCNCC1)OCc1ccccc1	5	5	0.8	6	11	0	5	0	5	3
c1ccc(-c2nnc(-c3ccccn3)nn2)nc1	-1	0	-0.6	-2	-11	7	0	-1	-2	-8
CN(c1ccccc1)S(=O)(=O)c1ccc(Cl)c(C(=O)Nc2ccccc2N2CCOCC2)c1	6	-4	0.3	3	-3	2	-11	-3	0	-1
O=S(=O)(Nc1cc(S(=O)(=O)N2CCOCC2)ccc1NCC1CCCO1)c1ccccc1F (centres undefined)	-3	2	-0.7	-2	3	2	-7	-4	12	9
COc1ccc(-c2cc(C(F)(F)F)c(C#N)c(SCC(=O)O)n2)cc1	6	-4	-0.8	0	-6	-3	8	-4	7	3
COC1(NS(=O)(=O)c2ccc(Br)cc2)C(C)=CC(=O)C=C1C	12	10	-0.2	-3	-5	-3	-1	0	-3	-3
CC(=O)Nc1ccc(NC(=O)C(C)OC(=O)CCCN=C2NS(=O)(=O)c3ccccc32)cc1 (centres undefined)	1	1	1.4	2	6	-1	-3	3	-4	-9
COc1ccccc1NC(=O)N1c2ccc(F)cc2CCC1C (centres undefined)	-5	-4	1.4	1	1	-3	0	-8	-3	10
NNC(=O)c1ccc([N+](=O)[O-])c(CS(=O)(=O)c2ccc(Cl)cc2)c1	4	1	1.4	0	0	-1	-2	2	4	-9
COC(=O)c1ccc(NC(=O)c2ccc3nc(C)sc3c2)cc1	-4	3	29*	39*	16	6	-3	-2	5	1
COC(=O)C(C)(C)NC(=O)c1cccs1	0	4	1.5	-6	9	-4	2	1	1	6
Cc1ccc(OCC(=O)Nc2ccc([N+](=O)[O-])cc2)cc1	6	0	-2.5	-5	13	6	-4	4	0	16
O=[N+]([O-])c1nccn1CCCCCCN1CCOCC1	3	0	-0.6	6	-8	-2	/	-5	0	-15
O=C(COC(=O)/C=C/c1cccc([N+](=O)[O-])c1)Nc1cccnc1Cl	1	-2	0.5	-7	7	-2	-1	-6	2	-11
CCOc1ccc(C(=O)Nc2nc(C)c(C(=O)OC)s2)cc1	-6	-4	12*	50*	0	8.8*	/	-6	-1	-1
Cn1c(=O)c2cc(NC(=S)NC3CC3)ccc2n1Cc1cccc(C(F)(F)F)c1	5	2	-1.7	-5	0	-2	/	-3	1	-6
COCCNC(=O)CCc1nc2cccnc2n1Cc1ccc(OC)cc1	-4	1	0.5	4	2	0	1	6	-5	10
FC(F)(F)c1cc(Nc2ccccc2)nc(-c2ccccn2)n1	-8	4	-2.3	-5	-6	-2	-8	-1	0	-4
CCOc1cc(/C=C/c2cc(C(=O)O)c3ccccc3n2)ccc1OC	5	10	0.2	4	7	-2	1	-3	2	-12
COc1cccc2cc(C(=O)Nc3cccnc3N3CCOCC3)c(=O)oc12	5	19	9.7*	-5	-7	-3	-1	13	-2	3
CN(C)c1ccc(CN(C(=O)c2cccs2)C2CCS(=O)(=O)C2)cc1 (centres undefined)	-2	-1	-3.8	2	-8	1	5	-1	-2	4
CCCc1nc(Cl)c(C#N)c2c1CCCC2	1	0	0.8	2	0	-1	-2	4	-3	-1
COc1ccc(CN(C)CC(=O)Nc2cc3oc4ccccc4c3cc2OC)c(OC)c1	-11	7	-0.3	-6	6	-2	-66	7	2	6
New compounds follow.
SMILES	mABHD4 FP	NPR1 activator	PG9 binder	Rev-erbA mod	ARFGAP1 inh	SMARCA2 act	HTRA1 inhibitor	NPR2 activator	rCAG binder	ASAP1 GAP inh
CC1(C)Cc2c(c(=S)nc(-c3ccccc3)n2CCOCCO)CO1	3	10	-0.5	0	8	1	0	17	5	-4
CN(C)c1ccc(C2N(c3ccc(F)cc3)C(=O)C3CCCN32)cc1 (centres undefined)	-1	-1	-1.9	4	-1	-1	9	1	2	-8
CN1CCN(c2ccccc2NC(=O)c2cc(Br)ccc2Cl)CC1	11	0	-3.7	0	-10	1	4	2	-8	-1
Cc1cc(-c2n[nH]c(=S)n2N=Cc2cc(Br)ccc2F)n[nH]1	0	2	/	-6	/	1	/	-2	14	/
C=CCOc1ccccc1/C=N/NC(=O)Cc1ccccc1	-11	-2	-0.7	1	-3	-4	-7	-1	6	4
CCC(Oc1ccccc1)C(=O)Nc1ccccc1OC (centres undefined)	-2	-5	-2.4	-1	4	1	10	-3	-4	-12
Nc1c(N(Cc2ccco2)C(=O)c2ccc(Cl)cc2)c(=O)[nH]c(=O)n1Cc1ccccc1	4	3	-1.2	-2	1	-2	1	7	4	1
Cc1ccc(/C=N/NC(=S)NCCc2ccccc2)s1	6	8	-2.7	3	-4	1	-14	3	2	-4
O=C(CSc1nc2c(c(=O)n1-c1ccc(Cl)cc1)SCC2)Nc1nccs1	1	-5	1.5	-3	0	-2	8	-7	-2	-2
COc1ccc(NC(=O)COc2ccccc2Cc2ccccc2)cc1S(=O)(=O)N1CCOCC1	-15	14	-1.2	-2	-2	-1	-26	14	11	0
COC(=O)COc1ccc2c(=O)c(Oc3ccccc3Br)coc2c1	-5	47*	0.3	2	-18	-3	3	0	-2	-16
Cc1ccc(CNc2ccc(N3CCOCC3)cc2)s1	27	-1	-4.4	0	9	2	36*	-2	-1	-8
COCCn1c(/C=C/c2ccccc2)nc2ccccc21	-5	4	-1.2	1	-2	9.2*	-5	0	-7	0
COC(=O)c1c(NC(=O)Cc2cccs2)sc2c1CCC(C)C2 (centres undefined)	7	4	0.9	0	10	0	-5	0	3	-14
COCCNC(=O)Cn1nc(C(F)(F)F)c(Br)c1C	-5	-1	-0.3	-4	7	7	1	8	0	1
CC(C)C(C(=O)NCc1ccccc1)N1CCN(C(=O)C2CCCO2)CC1 (centres undefined)	2	0	0.7	-4	2	2	/	3	1	-6
Cc1c(C)n(CCN(C)C)c2ncnc(NCc3ccccc3)c12	3	2	-0.7	-1	5	1	1	3	-7	-9
C[C@H](CO)N1C[C@H](C)[C@@H](CN(C)S(=O)(=O)c2ccccc2C#N)OCc2cn(nn2)CCCC1=O	5	-2	1.3	5	2	-4	-6	-1	0	3
Cn1c(=O)c2c(nc(CN3CCOCC3)n2CCN2CCOCC2)n(C)c1=O	/	5	/	1	/	/	1	0	/	/
COc1ccc(-c2cc(C(=O)NCc3ccc(F)cc3)[nH]n2)c(C)c1	-4	3	0.5	5	-3	-3	/	1	1	5
CC1CCC(NC(=O)CN2CCN(S(=O)(=O)c3cccs3)CC2)CC1 (centres undefined)	-1	1	0.1	3	-10	0	3	-2	1	5
O=C(O)c1cc([N+](=O)[O-])ccc1NCc1cccnc1	5	1	-0.8	-4	-3	0	-1	-1	3	9
O=C(c1cccc(S(=O)(=O)N2CCOCC2)c1)N(Cc1ccc(F)cc1)Cc1ccco1	1	-6	-0.5	-4	3	-2	6	5	-5	6
COc1cc(CCC(=O)OCC(=O)NC(=O)c2ccc(Cl)cc2)cc(OC)c1OC	2	2	-0.2	-4	8	-4	-4	0	5	-5
Cc1ccc(/C=N/NC(=O)c2cccc(S(=O)(=O)Nc3ccccc3Cl)c2)s1	-4	-4	-4.0	-1	3	-3	13	-3	34	1

Two records drawn at random from the list so far, as already listed:
SMILES	mABHD4 FP	NPR1 activator	PG9 binder	Rev-erbA mod	ARFGAP1 inh	SMARCA2 act	HTRA1 inhibitor	NPR2 activator	rCAG binder	ASAP1 GAP inh
Cn1c(=O)c2c(nc(CN3CCOCC3)n2CCN2CCOCC2)n(C)c1=O	/	5	/	1	/	/	1	0	/	/
Cc1c(C)n(CCN(C)C)c2ncnc(NCc3ccccc3)c12	3	2	-0.7	-1	5	1	1	3	-7	-9

(more compounds)
SMILES	mABHD4 FP	NPR1 activator	PG9 binder	Rev-erbA mod	ARFGAP1 inh	SMARCA2 act	HTRA1 inhibitor	NPR2 activator	rCAG binder	ASAP1 GAP inh
Cc1nc2ccccc2nc1OCC(=O)Nc1ccc2ccccc2c1	-1	1	-0.3	10	0	0	3	1	3	1
CCCCN1C(=O)/C(=C/C=C2\Oc3ccccc3N2CC)SC1=S	-17	-2	0.6	15*	14	-5	4	3	-15	-10
CCC(C)NC(=O)[C@H](CSCc1ccccc1)N1Cc2ccccc2C1=O (some centres undefined)	-3	0	-2.5	-3	-2	1	-12	-8	2	-1
Cc1ccc(N2C(=O)CSC2c2ccccn2)cc1Cl (centres undefined)	6	-2	-1.0	4	5	-1	9	-3	-5	0
CC(C)COC(=O)N(C)C[C@@H]1OCc2cnnn2CCCC(=O)N([C@@H](C)CO)C[C@H]1C	0	-1	0.7	0	8	-3	2	-3	1	-4
O=C(CN(C(=O)c1csnn1)c1cccc(Cl)c1)NCCc1ccccc1	4	-3	0.1	2	6	-2	-1	2	0	-7
O=S(=O)(Nc1cc(Cl)ccc1-n1cncn1)c1ccccc1Cl	-2	2	-0.9	5	2	-2	2	4	14	-8
C=CCNC(=O)COc1ccc(Oc2ccccc2)cc1	1	4	-0.6	9	5	4	1	1	-4	9
Cc1cc(-c2nnc(SCC(=O)c3ccc4c(c3)OCCO4)o2)no1	1	4	0.1	-3	7	-2	1	2	-1	-1
CN(C(=O)c1ccccc1C(=O)OCC(=O)NC(=O)NC(C)(C)C)C1CCCCC1	-3	-1	-0.5	4	6	-4	9	2	-10	2
Cc1nnsc1C(=O)Nc1ccc(S(=O)(=O)N2CCCCC2C)cc1 (centres undefined)	-4	-1	-1.0	-4	11	-2	-6	1	1	-4
CCCCCCSc1ccc([C@H]2N[C@@](CC(C)C)(C(=O)OC)[C@H]3C(=O)N(C)C(=O)[C@@H]23)cc1OC	-9	-5	-3.6	9	5	2	-11	-3	2	-2
O=S(=O)(Cc1ccccc1)Nc1ccc(Br)cn1	2	-2	0.7	-2	-2	-4	4	-6	5	-3
COc1ccc(/C=N/NC(=O)CN(C2=NS(=O)(=O)c3ccccc32)c2ccccc2)cc1OC	0	2	0.0	-3	0	8.1*	-4	2	5	4
CN(C)CCCN(C(=O)c1ccco1)c1nc(-c2ccc(Cl)cc2)cs1	0	-18	-0.9	0	2	2	-7	-10	0	-9
COc1ccc(-c2nsc(SCC(=O)Nc3ccc4c(c3)OCO4)n2)cc1	2	-2	0.6	1	-4	-2	0	-4	5	7
COCCNC(=O)c1ccccc1NC(=O)c1ccccc1N(C)S(=O)(=O)c1ccc(C)cc1	-1	3	0.6	3	1	1	-2	1	-4	7
N#C/C(=C/c1ccc(Oc2ccc([N+](=O)[O-])cn2)cc1)C(=O)N1CCOCC1	8	0	-1.6	-2	7	5	1	0	1	-6
